MITF inh: human MITF inhibition, primary screen. O75030. AlphaScreen MITF homodimerization, bead proximity signal. inhibition, % at 2.6 µM. 0.91% of 650,000 active. AID 1259374; in the data active = inhibition above about 50%;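 note: 0% = vehicle wells with protein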
Target sequence (O75030 whole entry, looked up): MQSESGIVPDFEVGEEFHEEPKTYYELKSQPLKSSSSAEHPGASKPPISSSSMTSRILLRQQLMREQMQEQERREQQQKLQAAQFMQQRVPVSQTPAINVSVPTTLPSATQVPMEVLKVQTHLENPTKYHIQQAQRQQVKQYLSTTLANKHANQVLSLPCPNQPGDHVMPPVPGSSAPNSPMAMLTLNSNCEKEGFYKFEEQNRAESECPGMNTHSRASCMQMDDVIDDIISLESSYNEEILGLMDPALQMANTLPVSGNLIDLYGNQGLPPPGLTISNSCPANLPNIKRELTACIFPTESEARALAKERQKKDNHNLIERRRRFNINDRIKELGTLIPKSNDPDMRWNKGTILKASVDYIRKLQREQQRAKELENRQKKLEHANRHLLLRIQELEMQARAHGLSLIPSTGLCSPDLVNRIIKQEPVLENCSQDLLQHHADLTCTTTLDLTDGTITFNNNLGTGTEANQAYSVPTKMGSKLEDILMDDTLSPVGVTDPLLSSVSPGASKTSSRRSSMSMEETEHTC
TEAD-YAP inh: TEAD-YAP interaction inhibition | HEK-TIYL cells, TEAD-Gal4/YAP UAS-luciferase luminescence | inhibition, % at 9.12 µM | 1.4% of 640,000 active | AID 1259422; in the data active = inhibition above about 32%;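 note: 0% = median of test compound wells and 100% = reference inhibitor wells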
GPR151 ag: human GPR151 activation. Q8TDV0. PathHunter beta-arrestin GPR151 cells, luminescence. activation, % at 11.2 µM. 1% of 650,000 active. AID 1508602; in the data active = activation above about 4.9%;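 note: 0% = median of compound wells and 100% = cells with positive control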
Target sequence (Q8TDV0 whole entry, looked up): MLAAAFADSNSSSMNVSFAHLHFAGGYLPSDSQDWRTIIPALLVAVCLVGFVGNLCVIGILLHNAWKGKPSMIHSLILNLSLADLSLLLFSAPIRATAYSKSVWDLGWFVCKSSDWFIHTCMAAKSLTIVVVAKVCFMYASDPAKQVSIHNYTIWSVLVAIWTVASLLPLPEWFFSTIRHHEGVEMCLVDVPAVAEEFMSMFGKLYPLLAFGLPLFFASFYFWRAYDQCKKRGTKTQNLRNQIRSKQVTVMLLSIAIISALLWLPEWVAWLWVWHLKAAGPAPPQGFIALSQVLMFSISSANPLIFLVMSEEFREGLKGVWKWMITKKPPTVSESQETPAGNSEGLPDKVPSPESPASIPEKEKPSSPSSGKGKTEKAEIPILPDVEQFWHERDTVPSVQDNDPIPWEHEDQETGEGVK
FBW7 act: activators of human E3 ligase FBW7 | AlphaScreen FBW7–phospho-cyclin E peptide binding, activator screen | normalized activity (activation), % at 26.1 µM | 0.13% of 650,000 active | Q969H0; in the data active = normalized activity above about 1.9%;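 note: purified mutant Fbw7 with reduced substrate affinity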
* = called active by the depositor; & = joins results of further samples; ! = repeats disagree.

Values run as follows: MITF inh, TEAD-YAP inh, GPR151 ag, FBW7 act
CCOc1cc(C2NC(=O)NC(c3ccccc3)=C2C(N)=O)c(Cl)cc1O (configuration not stated)
→ 4, -4, -0.2, -0.1
O=c1cnnc(Nc2ccc(Nc3ccccc3)cc2)[nH]1
→ 8, 2, 1.3, 0.0
CCOCCCNS(=O)(=O)c1ccc(NC(=O)c2ccc(SC)cc2OC)cc1
→ -5, 3, 1.1, -0.1
COc1cc(/C=N/O)ccc1OCC(C)C
→ -5, -24, -2.1, -0.2
O=[N+]([O-])c1ccc(-c2nc3ccccc3c3nc4ccccc4n23)cc1
→ -7, 4, 2.9, -0.1
CC(=O)Nc1ccc(CCc2nc3ccc(NC(C)=O)cc3[nH]2)cc1
→ 2, 0, -0.4, 0.0
COc1cccc(Nc2cnn(C34CC5CC(CC(CC(=O)O)(C5)C3)C4)c(=O)c2Cl)c1
→ 12, -3, -0.3, 1.3
O=C1OC(c2cncc(Br)c2)=N/C1=C\c1ccc2c(c1)OCO2
→ -6, -10, -0.5, 0.0
Cc1ccc2nc(C(Cl)(Cl)Cl)nc(N)c2c1
→ 22, -15, -1.2, 0.0
COc1ccccc1N1CCN(C(=O)CN(c2cccc(C)c2)S(=O)(=O)c2ccccc2)CC1
→ 10, -5, 0.7, 0.4
O=C(CSc1nc(-c2ccccc2)cs1)NNC(=O)c1ccc(Cl)cc1
→ 14, 5, -7.4, 0.0
COc1ccccc1N(CC(=O)Nc1cc(Cl)ccc1C)S(C)(=O)=O
→ 1, -11, 0.4, 0.2
CCNC(=O)N1CCc2nc(-c3ccccn3)nc(N3CCCCC3)c2C1
→ 21, -3, 0.8, -0.4
CC(C)(O)C#Cc1ccc(CN2CCN(C3CCCCC3)C(CCO)C2)s1 (configuration not stated)
→ 10, 7, 0.3, 0.1
COc1cccc(-c2nc3cc(NC(=S)NC(=O)c4cccnc4)ccc3o2)c1
→ 11, -26, 0.5, 1.0
CN(CCN1C(=O)C2C(C(=O)Nc3ccc(Cl)c(Cl)c3)C3C=CC2(O3)C1C(=O)NC1CCCCC1)Cc1ccccc1 (configuration not stated)
→ 12, 1, -1.7, 0.7
Nc1cccc(-c2nc(Nc3ccc(N4CCOCC4)cc3)c3ncn(-c4ccsc4)c3n2)c1
→ -4, 26, -0.1, 0.0
CCOC(=O)C1=C(C)N=c2s/c(=C\c3ccc(-c4ccc(C(C)=O)cc4)o3)c(=O)n2C1c1ccccc1OC(C)C (configuration not stated)
→ 6, 3, 1.2, 0.0
CCOc1cc([N+](=O)[O-])cc(/C=C2/SC(=O)N(CC(=O)OC)C2=O)c1O
→ 16, 2, -0.8, -0.1
N#CCC(=O)Nc1ccccc1F
→ 1, 2, -1.8, -0.2

The results go on.
Values run as follows: MITF inh, TEAD-YAP inh, GPR151 ag, FBW7 act
O=S(=O)(NCCN1CCOCC1)c1ccc(Oc2ccccc2Cl)cc1
→ 0, -3, -0.6, -0.3
N#CC1=C(O)N(CCc2ccccc2)C(=O)C([n+]2ccccc2)C1c1ccc([N+](=O)[O-])cc1 (configuration not stated)
→ 0, 10, 2.4, 0.1
COc1cc(/C=N\Nc2nnc3c(n2)[nH]c2c(C)cccc23)cc(OC)c1O
→ 7, -28, -0.1, 0.1
O=C(NNC(=O)C1COc2ccccc2O1)c1ccc(COc2ccc([N+](=O)[O-])cc2)cc1 (configuration not stated)
→ -3, 4, 1.7, -0.2
O=C(Cn1c(=O)oc2ccccc21)NCCc1ccccc1Cl
→ -2, -6, -0.2, 0.1
COc1ccc(C2N=C(Nc3nc4ccccc4o3)NC3=C2C(=O)CC(C)(C)C3)cc1OC (configuration not stated)
→ 23, -4, 1.7, 0.1
COc1ccc2c(c1)OC[C@@H](Cc1ccc(OC)c(OC)c1)[C@@H]2O
→ -13&3, -3&-9, 5.0*!, -0.1&-0.1
O=C(Nc1cccc(N2C(=O)C3CC=CCC3C2=O)c1)c1ccccc1 (configuration not stated)
→ 11, -1, -0.5, 0.2
O=C1NC(=Nc2ccccc2)SC1Cc1cccc2ccccc12 (configuration not stated)
→ 7, 5, -0.9, 0.2
Cc1ccn2cc(-c3ccccc3)cc2c1
→ 4, -21, -0.1, 0.1
COc1ccc(C)cc1NC(=O)N(CCN(C)C)C1CCN(CCc2cccs2)CC1
→ -8, -14, 0.3, 0.0
CN1CCC(N2CCN(c3ccc([N+](=O)[O-])cc3)CC2)CC1
→ 4, -9, -0.1, 0.0
O=C(COc1cc(Cl)ccc1Cl)Nc1ccccc1C(F)(F)F
→ 0, -6, -0.2, 0.0
CCC(Sc1nnc2c3ccccc3n(C)c2n1)C(=O)N1c2ccccc2Sc2ccccc21 (configuration not stated)
→ 18, 0, 1.9, -0.1
OCCC1CN(Cc2ccc3cccc(F)c3n2)CCN1Cc1ccccc1 (configuration not stated)
→ -8, -10, -0.4, 0.0
COc1ccc(C2C(C(=O)Nc3ccc(C)cc3Br)c3ccccc3C(=O)N2C)cc1 (configuration not stated)
→ -8, -6, -1.2, 0.1
Cc1ccccc1C(=O)Nc1n[nH]c(C(F)(F)F)n1
→ -4, 3, 0.7, 0.0
Cc1cccc(CC(=O)Nc2cnn(-c3cccc(C(=O)Nc4cccc(C(N)=O)c4)c3)c2)c1
→ 3, -3, -0.2, 0.1
COc1ccc(NC(=O)CSc2nc(N)c(NC(=O)c3cccs3)c(=O)[nH]2)cc1
→ 10, 5, 1.2, -0.1
COc1ccc(OCCOCCN2CCN(C)CC2)cc1
→ 12, 4, -0.8, -0.1

Continuation:
Values run as follows: MITF inh, TEAD-YAP inh, GPR151 ag, FBW7 act
O=C(Cn1nnc(-c2cccnc2)n1)NCC1CCCO1 (configuration not stated)
→ 5, 6, 0.2, -0.1
CC1CN(CCOCCOc2ccc(Cl)c3ccccc23)CC(C)O1 (configuration not stated)
→ 21, 7, -0.3, -0.2
CN(C)CCCNc1ncnc2c1c(-c1ccccc1)cn2-c1ccc(Cl)cc1
→ -10, -10, 2.6, -0.2
COc1cccc(C(=O)N2CCC(NC(=O)C(Cc3ccccc3)NC(C)=O)CC2)c1 (configuration not stated)
→ -2, 7, 0.6, 0.3
CC1(C)OC(c2ccccc2)=C/C(=C/C=C/C(=O)/C=C(\N)c2ccccc2)O1
→ 18, 13, -0.4, -1.1
CC[n+]1c(C)n(C)c2cc(S(=O)(=O)N(C)C)ccc21
→ 9, 7, 0.6, -0.5
N/C(=N\OC(=O)CSc1ccccc1)c1ccc([N+](=O)[O-])cc1
→ -5, -40, -1.5, -0.4
COc1ccccc1CNC(=O)c1ccccc1I
→ 12, -8, -1.1, 0.7
c1ccc2c(c1)CCC(NCc1ccc3c(c1)OCO3)C2 (configuration not stated)
→ 21, -1, -0.9, 0.8
C/C(=N\NC(=O)CN1CCOCC1)c1ccc(C(C)C)cc1
→ 8, -11, -0.4, 1.2
COc1ccc2c(=O)c(Oc3cc(C)cc(C)c3)coc2c1
→ 3, -3, 0.6, 0.3
Cc1ccc(-c2noc(Cc3ccccc3)n2)cc1
→ 4, -42, 1.1, 0.0
N#Cc1cc(N2CCN(c3ccc(F)cc3)CC2)c([N+](=O)[O-])cc1C#N
→ -11, 0, 1.7, -0.1
Cc1cccc(C(=O)Oc2coc(CSc3nccc(C)n3)cc2=O)c1
→ 5, -2, 2.2, 0.0
CCOC(=O)c1cnc2ccc(Br)cc2c1Nc1ccc(OC)c(OC)c1
→ 2, -5, -0.9, 0.2
Cc1cc(C)nc(N/N=C/c2ccco2)n1
→ -19, -1, 1.1, -0.1
CC1=C(C(=O)Nc2cccc(F)c2)C(c2ccc3c(c2)OCO3)C2=C(CCCC2=O)N1 (configuration not stated)
→ 21, -4, -0.1, 0.1
c1ccc2[nH]c(N3CCN(c4nc5ccccc5[nH]4)CC3)nc2c1
→ 4, 1, 1.2, -0.3
COc1cccc(C(=O)NC(C)c2nnc3n2CCN(Cc2ccc(C)cc2)CC3)c1 (configuration not stated)
→ -3, -7, 2.9, -0.1
CC(=O)N(C1=C(N2CCN(C)CC2)C(=O)c2ccccc2C1=O)c1cc(C)cc(C)c1
→ 9, 54*, -1.4, -0.2

(listing goes on)
SMILES	MITF inh	TEAD-YAP inh	GPR151 ag	FBW7 act
Cc1ccc(N2C(=O)N(c3cccc(Cl)c3)C3CS(=O)(=O)CC32)cc1 (configuration not stated)	14	4	-1.2	-0.1
COCCn1cc(C(=S)N2CCOCC2)c2ccccc21	6	4	-0.1	-0.2
CC(=O)COc1ccc2c(C)cc(=O)oc2c1I	15	0	-0.9	0.1
CC#CC(=O)N1CCCC(C(=O)Nc2ccc(-c3cccc(OC)c3)cc2)C1 (configuration not stated)	-5	-1	0.4	0.2
COCCn1nnnc1C(c1cc2ccc(OC)cc2[nH]c1=O)N1CCc2ccccc21 (configuration not stated)	17	-1	-0.5	1.6
COc1ccc(C(=O)Cc2cc3ccccc3oc2=O)cc1	9	-38	-0.1	-0.1
c1ccc(OCCNc2ccnc(Nc3cnccn3)n2)cc1	10	2	2.2	0.1
O=C(CCCOc1ccccc1)Nc1ccncc1	3	0	2.4	0.0
C/C(=N\Nc1nc(C)cc(-c2ccccc2)n1)c1ccc(O)cc1	5	2	-1.6	0.0
CSc1ccc(CC(=O)NC(C)c2cnn(-c3ccccn3)c2C)cc1 (configuration not stated)	7	-8	-0.8	-0.1
NNC(=O)c1cn2cc(I)ccc2n1	-8	2	-0.5	-0.1
O=C(O)CCc1ccc(-c2cnc3ccc(NCCCO)nn23)cc1	-20	4	-1.5	0.9
Brc1cccc(C2Oc3ccccc3C3CC(c4ccccc4)=NN32)c1 (configuration not stated)	-3	-19	1.8	-0.1
COc1cc(NC(=O)c2ccc(C)c(C)c2)c(C(=O)O)cc1OC	7	0	0.3	0.0
COc1cc(NC(=O)c2csc(Nc3ncccn3)n2)cc(OC)c1OC	-2	0	2.2	-0.2
COc1ccc(N(C(=O)COc2cccc(C)c2)S(=O)(=O)c2ccc(C)cc2)cc1	6	6	1.5	0.0
CCOCCCN1C(=O)C2C(C(=O)Nc3ccc(C)cc3)C3C=CC2(O3)C1C(=O)NC1CCCCC1 (configuration not stated)	4	2	0.9	0.3
COC(=O)c1sc(NC(=O)CSc2nnc3nc(C)cc(C)n23)c(C(=O)OC)c1C	11	8	2.8	-0.1
Nc1nc(SCC(=O)c2cc3ccccc3o2)n[nH]1	6	-3	-0.5	0.0
CCn1c2ccccc2c2cc(/C=N/n3cn[nH]c3=S)ccc21	8	22	5.0*	0.2
CC(Sc1n[nH]c(=O)[nH]c1=O)C(N)=O (configuration not stated)	4	1	0.6	0.1
CN1CCN(C(c2ccc(N(C)C)cc2)c2nnnn2C(C)(C)C)CC1 (configuration not stated)	5	0	0.1	-0.1
Cc1ccc2c(c1)CN(CC(=O)NC1CCc3ccccc31)CC(C)O2 (configuration not stated)	-2	-10	-1.6	-0.1
CCN1CCN(c2ccc([N+](=O)[O-])cc2C(=O)Nc2ccc(OC(F)(F)F)cc2)CC1	10	13	-0.3	-0.1
O=C(Cc1ccccc1)Nc1ccc2c3c(cccc13)C(=O)NC2=O	-2	-12	1.6	0.2
CCOC(=O)c1sc(NC(=O)/C=C/c2ccc(C)cc2)c(C(=O)OCC)c1C	6	-8	-0.1	1.5
COc1cc(C(=S)N2CCOCC2)ccc1OCC(C)C	16	-5	-0.6	0.5
CCOC(=O)N1CCN(CC(O)COc2cc(C)c(Cl)c(C)c2)CC1 (configuration not stated)	3	-12	-1.7	-0.1
CC(=O)c1c(C)[nH]c(C(=O)NCCN(C)Cc2ccccc2)c1C	12	1	-1.6	0.3
COc1ccccc1N1CCN(c2ncnc3sc(C(=O)NCc4ccc(F)cc4)c(C)c23)CC1	5	0	1.1	-0.1

(more compounds)
SMILES	MITF inh	TEAD-YAP inh	GPR151 ag	FBW7 act
CN(c1ccccc1C(=O)O)S(=O)(=O)c1ccc(Cl)c(Cl)c1	3	-8	-1.1	0.0
Cc1cc(SCc2ccc([N+](=O)[O-])cc2)nc(=O)[nH]1	13	-6	0.9	-0.1
O=C(CC1C(=O)NCCN1CCc1ccccc1)NCc1csc(Cc2ccccc2)n1 (configuration not stated)	4	8	-0.3	0.2
O=C(NC1CC1)C1CCN(C(=O)Nc2cccs2)CC1	-12	-18	-0.3	-0.2
Cc1cc(C)c(S(=O)(=O)Nc2cccc(C(F)(F)F)c2)c(C)c1	2&5	1	4.1&1.7	0.0&-0.1
COc1cccc(/C=N/Nc2ccc(S(=O)(=O)N3CCCCC3)cn2)c1OC	-1	-1	2.8	-0.3
COc1ccc(-c2cncc(-c3cc(N4CCC(O)CC4)nc(-c4ccccc4)n3)c2)cc1	10	-4	0.4	0.2
Cc1ccc(NC(=O)c2cc(S(=O)(=O)NCc3ccc(F)cc3)ccc2F)cc1	8	10	1.4	-0.1
